High-throughput results: PubChem BioAssay, National Center for Advancing Translational Sciences (NCATS)
GAA glycogen – alters human alpha-glucosidase cleavage of glycogen. P10253. Potency, µM (highest dose often 76.4 µM), for the others: at the highest dose activity change, negative = inhibition, hits mostly inhibitors. 300,000 compounds, 0.38% hits. recombinant GAA, glycogen substrate, Amplex Red glucose oxidase fluorescence;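 note: 0% = full enzyme reaction and -100% = no-enzyme basal signal; the screen sought inhibitors and activators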
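Recombinant enzyme (4 nM final) with compounds titrated up to 77 uM and bovine liver glycogen (30 ug) in citrate pH 5.0, 0.01% Tween-20, 37 C 40 min. Released glucose detected by Amplex Red/glucose oxidase (Ex 573/Em 610); AC50 from Hill fits.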
ALDH1A1 block – inhibitors of human aldehyde dehydrogenase 1A1; Potency, µM (titrated, usually from 75.3 µM), without a hit: at the top dose activity, negative = inhibition, hits mostly inhibitors; Purified ALDH1A1, NADH fluorescence, propionaldehyde substrate; P00352; 220,000 compounds, 7.3% hits; active = well fitted inhibition curve with a large enough effect, not every such curve was filed as active; inconclusive = small, poorly fitted or top-dose-only effect, or another doubt; inactive = no such curve, though single readings can be large or run the other way;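 note: plate controls were no enzyme wells and a reference inhibitor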
Target sequence (P00352 whole entry, looked up): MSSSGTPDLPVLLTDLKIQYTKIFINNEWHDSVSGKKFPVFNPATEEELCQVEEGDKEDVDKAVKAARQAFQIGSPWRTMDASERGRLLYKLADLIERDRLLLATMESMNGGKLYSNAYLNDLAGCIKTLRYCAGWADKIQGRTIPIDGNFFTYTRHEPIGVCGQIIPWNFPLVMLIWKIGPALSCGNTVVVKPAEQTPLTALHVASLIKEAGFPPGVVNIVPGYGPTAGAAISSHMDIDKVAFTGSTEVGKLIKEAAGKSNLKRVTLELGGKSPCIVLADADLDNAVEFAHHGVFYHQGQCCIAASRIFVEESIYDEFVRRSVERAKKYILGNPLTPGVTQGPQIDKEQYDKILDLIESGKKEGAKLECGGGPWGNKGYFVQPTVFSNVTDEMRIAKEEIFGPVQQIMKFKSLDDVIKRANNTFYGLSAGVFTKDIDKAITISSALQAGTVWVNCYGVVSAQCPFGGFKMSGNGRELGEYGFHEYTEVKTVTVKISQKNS
aGlu spleen mod – lysosomal alpha-glucosidase (human) modulation. P10253. human spleen homogenate, 4-MU-alpha-glucoside fluorescence. Potency, µM (top dose mostly 79.9 µM), for inactives: at the highest dose activity change, negative = inhibition, actives largely listed as inhibitors. 240,000 compounds, 0.006% hits;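 note: 0% = enzyme with vehicle and -100% = no enzyme basal signal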
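Enzyme source: human spleen homogenate, 1 ug/well. Buffer 50 mM citric acid/K phosphate pH 5.0, 0.01% Tween-20. 4-MU-alpha-glucoside 1 mM; 37 C x 40 min; NaOH/glycine stop; fluorescence.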
Epigenetic reg – regulators of epigenetic silencing causing reporter derepression in mouse cells. 280,000 compounds, 0.2% hits. murine LDR cells, GFP reporter derepression, 30 h. Potency, µM (titrated, usually from 53.9 µM), without a hit: top-dose GFP activation, actives largely listed as activators; note: % of control where 0% means no effect; nearly all actives have a fitted effect of over 60% in size
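Murine LDR cells bearing a silenced CMV-driven GFP reporter were exposed to compound for 30 h at 37 C. After PBS washes, GFP-positive cells (20-120 um objects) counted by laser-scanning microplate cytometry.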
GAA inhib – inhibitors of human lysosomal alpha-glucosidase; AID 1466; purified human GAA, 4-MU-alpha-glucoside fluorescence; P10253; 200,000 compounds, 0.005% hits; Potency, µM (doses to about 76.9 µM), inactives show top-dose activity change, negative = inhibition, hits mostly inhibitors;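 note: plate controls were uninhibited enzyme wells for no effect and no-enzyme background for full effect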
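Human enzyme at 4 nM with 400 uM 4-methylumbelliferyl-alpha-D-pyranoside, citrate/phosphate buffer pH 5.0, 0.005% Tween-20, 20 min at room temperature. Compounds up to 77 uM. 4-MU fluorescence (Ex 365/Em 440) read after NaOH/glycine stop; AC50 from Hill fit.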
aGal spleen mod – alpha-galactosidase A (human) modulation; P06280; human spleen homogenate, 4MU-alpha-Gal fluorescence, 40 min; Potency, µM (series often up to 80 µM), without a hit: top-dose activity change, negative = inhibition, hits mostly inhibitors; 240,000 compounds, 0.008% hits;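 note: 0% = enzyme with vehicle and -100% = no enzyme basal signal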
Target sequence (P06280 32-429 limits assumed): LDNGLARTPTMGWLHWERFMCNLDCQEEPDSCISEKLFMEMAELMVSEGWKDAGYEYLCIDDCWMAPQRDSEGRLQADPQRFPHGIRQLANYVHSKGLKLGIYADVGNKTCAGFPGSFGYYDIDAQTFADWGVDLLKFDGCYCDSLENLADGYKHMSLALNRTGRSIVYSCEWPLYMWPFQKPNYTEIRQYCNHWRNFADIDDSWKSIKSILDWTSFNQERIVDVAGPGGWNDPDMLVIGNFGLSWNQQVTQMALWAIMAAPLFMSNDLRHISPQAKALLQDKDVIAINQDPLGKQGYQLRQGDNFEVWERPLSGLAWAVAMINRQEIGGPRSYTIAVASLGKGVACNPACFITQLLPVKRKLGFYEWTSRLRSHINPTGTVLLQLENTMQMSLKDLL
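Fluorogenic readout (Ex 365/Em 440 nm) of 4-methylumbelliferone released from 1 mM 4-MU-alpha-galactoside by spleen homogenate, 40 min at 37C, pH 5.0. Data normalized to no-enzyme and enzyme controls; Hill-equation AC50 from compound titrations.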
NPSR antag – antagonists of human neuropeptide S receptor cAMP signaling; CHO-NPSR cells, cAMP TR-FRET, antagonist mode; Potency, µM (highest dose often 38.3 µM), for the others: top-dose activity change, negative = inhibition, most hits filed as inhibitors; 220,000 compounds, 1% hits; note: % is set by controls: 0 for no effect and ±100 for the full control effect; nearly all actives have a fitted effect of over 50% in size; many of its hits are not listed in these tables
Tau fluor cs – counter-screen for tau fibril formation inhibitors | tau K18 P301L (four-repeat tau fragment) Alexa594 fluorescence, heparin fibrillization | 280,000 compounds, 0.93% hits | Potency, µM (titrated, usually from 57.7 µM), inactives show at the highest dose activity change, negative = decrease; note: % is set by controls: 0 for no effect and ±100 for the full control effect; nearly all actives have a fitted effect of over 55% in size
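Human K18 P301L tau (15 uM unlabeled plus 0.24 uM Alexa 594-labeled, final) in 100 mM sodium acetate pH 7 was mixed with compound and 20 uM heparin and incubated 6 hr at 37 C.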
Starred values were filed as active, the others as inactive; ? = inconclusive; · = no result given; [ ] = dose if it differs, or a comment. Unless noted, calls come from the whole dose curve; as a rule, active = well fitted curve in the direction sought with a large enough effect; inconclusive = small, poorly fitted or top-dose-only effect, or another doubt; inactive = no such curve, though single readings can be large; an effect the other way counts as inactive or inconclusive. Potency is the fitted concentration of half-maximal effect. This is a subset. The share of hits here may be higher or lower than overall.

1. COc1ccc(N2CC(NC(=O)NCC(C)C)CC2=O)cc1 (stereo unspecified)
2. O=C(O)CSc1nnc(COc2cccc3ccccc23)n1Cc1ccccc1
3. CCN1CCCC1CNS(=O)(=O)c1ccc(C(=O)Nc2ccccc2)cc1 (stereo unspecified)
4. CCC/C=N/NC(=O)c1cc(-c2ccccc2)nc2ccccc12
5. CC(C)(CO)NC(=O)CCCOc1ccc(Cl)cc1Cl
6. NCCCCCC(=O)N/N=C/c1coc2ccccc2c1=O
7. COCc1cc(C)nc(SC)c1C#N
8. Cn1c(CCNC(=O)c2ccc(F)cc2)nc2ccccc21
9. COC(=O)[C@H](CCSC)NC(=O)Nc1cc(OC)cc(OC)c1
10. O=c1[nH]n(-c2ncnc3c2cnn3-c2ccccc2)c(=O)c2ccccc12

compound no. | 1 | 2 | 3 | 4 | 5 | 6 | 7 | 8 | 9 | 10
GAA glycogen | -1.2% | 0.1% | -8.8% | -23.1% | 3.5% | 0.1% | 13.0% | 3.6% | -16.1% | -19.8%
ALDH1A1 block | -7.9% | 3.3% | -0.7% | 7.7% | -0.4% | · | -3.2% | 1.6% | · | 7.7%
aGlu spleen mod | -12.1% | 1.2% | -8.4% | -5.2% | 3.8% | 0.9% | 2.8% | -5.4% | -5.4% | -1.8%
Epigenetic reg | -1.5% | -3.5% | -2.1% | 0.0% | 0.9% | -0.3% | -1.0% | 1.9% | 1.0% | -8.6%
GAA inhib | 0.5% | -1.8% | 2.3% | -5.7% | -10.4% | · | 9.2% | ? | · | 1.8%
aGal spleen mod | 4.1% | -10.7% | -4.6% | -11.0% | 1.1% | 3.4% | -2.3% | -2.1% | -11.6% | 14.9%
NPSR antag | 15.0% | 13.8% | -5.2%[46.1 µM] | -2.7%[46.1 µM] | 6.9%[46.1 µM] | ? | 7.3% | 1.0%[46.1 µM] | -13.0% | -12.0%[46.1 µM]
Tau fluor cs | 3.0% | -1.9% | 3.5% | -9.7% | 6.1% | -1.8% | 6.3% | -11.6% | -12.6% | -14.9%

11. CCOC(=O)c1cccc(-n2c(C)nc3ccccc3c2=O)c1
12. COc1ccc(-n2c(COc3ccc(C)cc3)nnc2SCC(N)=O)cc1
13. c1ccc(-c2csc(N3CCOCC3)n2)cc1
14. Cc1cc(/C=C2\SC(=S)N(Cc3ccco3)C2=O)c(C)n1-c1cccnc1
15. COC(=O)CSc1nsc(SCC(=O)OC)n1
16. CCOc1ncccc1C(=O)Nc1ncc(C)s1
17. Cc1ccc(NC(=O)CSCC#N)cc1Cl
18. CCOc1ccc(-n2c(=O)cc(N3CCN(c4ccccc4)CC3)[nH]c2=O)cc1
19. Cc1ccc(C)c(N(C(=O)CCC(=O)Nc2cc(C)on2)C(C(=O)NC2CCCC2)c2ccco2)c1 (stereo unspecified)
20. O=C(NCCCCc1ccccc1)C1CC(c2ccc(C(F)(F)F)cc2)=NO1 (stereo unspecified)

compound no. | 11 | 12 | 13 | 14 | 15 | 16 | 17 | 18 | 19 | 20
GAA glycogen | 8.2% | -8.9% | 4.7% | -4.2% | 9.6% | -1.7% | -3.6% | -17.8% | -3.2% | 1.5%
ALDH1A1 block | 2.6% | ? | -7.6% | 0.282µM* | 0.2% | ? | ? | ? | -0.3% | ·
aGlu spleen mod | 1.1% | -5.9% | -0.3% | -8.5% | -3.3% | 1.4% | 0.3% | -2.2% | -3.6% | 0.2%
Epigenetic reg | -1.0% | -1.8% | -2.3% | 22.4µM* | 0.3% | -1.5% | 1.1% | -1.1% | 0.0% | 2.1%
GAA inhib | -6.7% | -4.9% | 2.6% | ? | -7.1% | 5.3% | -2.1% | 3.2% | 6.8% | ·
aGal spleen mod | 2.7% | -3.1% | -9.8% | -0.8% | 5.2% | -2.7% | -10.1% | 6.8% | 3.0% | 5.6%
NPSR antag | -3.6%[46.1 µM] | -10.8%[46.1 µM] | 3.7%[46.1 µM] | ? | -3.5%[46.1 µM] | -3.6% | 7.1% | -8.5%[46.1 µM] | -16.4%[46.1 µM] | 10.8%
Tau fluor cs | -9.1% | -12.0% | -18.9% | ? | -2.0% | -1.3% | -0.3% | -0.7% | -1.9% | -3.2%

21. NCCNc1cc(N2CCCC2)ccc1[N+](=O)[O-]
22. CCOC(=O)N1CCC(NS(=O)(=O)c2ccccc2)CC1
23. CCCOc1nc2c(c(=O)n(C)c(=O)n2C)n1CC
24. CC1(C)NC(=O)N(CCOCCSc2ccccc2)C1=O
25. Cc1ccc(-n2nnnc2C(Cl)c2nnnn2-c2ccc(C)cc2)cc1
26. O=C(c1ccc(F)cc1Cl)N(c1ccccn1)C1CCCCC1
27. Nc1nc(CSc2nc3ccccc3s2)nc(N2CCOCC2)n1
28. CCc1nnc(NC(=O)C2CCC(CNc3c(N4CCCCC4)c(=O)c3=O)CC2)s1 (stereo unspecified)
29. O=C(NCCNS(=O)(=O)c1ccccc1)N1CCOCC1
30. COC(=O)C1=C(C(C)=O)C(c2ccc(C(=O)OC)cc2)n2nnnc2N1 (stereo unspecified)

compound no. | 21 | 22 | 23 | 24 | 25 | 26 | 27 | 28 | 29 | 30
GAA glycogen | 3.1% | 9.6% | -1.4% | 4.2% | 5.8% | -14.3% | 4.3% | 6.4% | 15.5% | 4.3%
ALDH1A1 block | 1.2% | · | -11.1% | -0.8% | -2.9% | 16.1% | -9.4% | · | 0.2% | -12.0%
aGlu spleen mod | -3.1% | -7.6% | -4.6% | -1.8% | -2.1% | 8.1% | 4.2% | 5.1% | -0.9% | -9.5%
Epigenetic reg | -4.0% | -1.0% | -1.1% | 4.2% | -1.0% | -1.6% | 9.3% | 0.0% | -1.0% | 0.7%
GAA inhib | -6.1% | · | -5.1% | -2.8% | -8.9% | -7.0% | ? | · | -4.5% | -6.9%
aGal spleen mod | -24.4% | -2.3% | -1.2% | -4.7% | -5.1% | 5.2% | 2.6% | 9.9% | -0.2% | -8.8%
NPSR antag | -31.6% | -22.7% | 6.2%[46.1 µM] | -0.4%[46.1 µM] | -20.6% | -6.3% | 0.0% | 2.1% | -1.3%[46.1 µM] | -6.4%[46.1 µM]
Tau fluor cs | -2.2% | -15.5% | 0.2% | -2.5% | -16.6% | -1.8% | -7.2% | -19.3% | -2.2% | -2.6%

Next section; it opens with the two that closed the last part.
29. O=C(NCCNS(=O)(=O)c1ccccc1)N1CCOCC1
30. COC(=O)C1=C(C(C)=O)C(c2ccc(C(=O)OC)cc2)n2nnnc2N1 (stereo unspecified)
31. O=C(c1cccc(F)c1)N1CCN=C1SCc1cccnc1
32. CCc1ccccc1NC(=S)N(Cc1cccnc1)Cc1ccco1
33. O=C(O)CSc1cc(C(=O)c2cc(F)ccc2O)cn2c(=O)c3c(-c4ccccc4)csc3nc12
34. COc1ccc(N=C2NC(=O)/C(=C\c3ccco3)S2)cc1
35. CC(=O)Nc1ccc(CN2CCCCCCC2)cc1
36. Cc1ccc(CC2C(=O)N(c3cc(Cl)ccn3)C(=O)C2C)cc1 (stereo unspecified)
37. Cc1nn(-c2ccccc2)c(C)c1C(=O)Nc1ccc(N2CCOCC2)cc1
38. CCC(C)(C)NC(=O)C(c1ccccn1)N(C(=O)c1csnn1)c1ccccc1 (stereo unspecified)
39. COc1ccc(-c2csc3nc(-c4ccccc4OC)oc(=O)c23)cc1
40. O=C(CCSc1ccccc1)Nc1ccccc1C(=O)N1CCCC1

compound no. | 29 | 30 | 31 | 32 | 33 | 34 | 35 | 36 | 37 | 38 | 39 | 40
GAA glycogen | 15.5% | 4.3% | 9.2% | 7.1% | -13.1% | 2.4% | 3.0% | -4.0% | 0.6% | -4.8% | -7.6% | -1.5%
ALDH1A1 block | 0.2% | -12.0% | ? | 1.3% | 7.94µM* | ? | ? | · | -5.3% | 0.6% | ? | 2.9%
aGlu spleen mod | -0.9% | -9.5% | 2.7% | -6.8% | -0.3% | -8.8% | 1.8% | -5.4% | 2.3% | 3.3% | 2.1% | 1.1%
Epigenetic reg | -1.0% | 0.7% | -4.8% | -0.9% | 0.0% | -1.1% | -3.6% | -2.4% | -2.0% | 1.1% | 0.3% | 0.0%
GAA inhib | -4.5% | -6.9% | -0.6% | 2.0% | ? | -7.8% | -7.2% | · | -3.8% | -3.3% | -10.1% | -6.7%
aGal spleen mod | -0.2% | -8.8% | 4.5% | -8.3% | -4.6% | -3.2% | -3.9% | 1.4% | 3.7% | 9.4% | -1.2% | 6.4%
NPSR antag | -1.3%[46.1 µM] | -6.4%[46.1 µM] | -12.7%[46.1 µM] | 11.9% | ? | -32.6% | -26.7%[46.1 µM] | -7.6% | 7.1% | -12.6% | -26.4% | 29.1%
Tau fluor cs | -2.2% | -2.6% | -6.5% | -4.1% | -25.3% | ? | -6.0% | 0.0% | -7.1% | -5.8% | -26.8% | 8.3%

41. Cc1cc(C)n(Cc2ccccc2F)c(=O)c1C#N
42. CN1CCCC(n2nc(Cc3ccc(Cl)cc3)c3ccccc3c2=O)CC1 (stereo unspecified)
43. O=C(c1cccs1)N1CCN=C1SCc1cccnc1
44. Cc1nn(C)cc1CNC(=O)COc1ccc(Cl)cc1Cl
45. COc1ccc(C(C)=O)cc1Cn1nc(C)c([N+](=O)[O-])c1C
46. CCC(C)C(NC(C)=O)C(=O)NC(=O)NC(c1ccccc1)c1ccccc1 (stereo unspecified)
47. O=C(COc1ccccc1)NCCSCc1ccco1
48. O=C(C[n+]1cc(-c2ccc(Br)cc2)n2c1CCCCC2)c1ccccc1

compound no. | 41 | 42 | 43 | 44 | 45 | 46 | 47 | 48
GAA glycogen | 2.7% | · | 3.5% | 0.7% | -1.1% | -8.9% | -7.8% | 9.1%
ALDH1A1 block | ? | -2.8% | 8.8% | 3.9% | 4.5% | 7.3% | ? | ?
aGlu spleen mod | -3.9% | 6.8% | -5.4% | -3.9% | 1.3% | 3.1% | 0.8% | -3.7%
Epigenetic reg | 0.0% | 2.2% | -1.1% | -0.2% | -0.3% | 0.8% | -1.1% | -1.4%
GAA inhib | 6.8% | · | 1.3% | -3.0% | -1.5% | -3.4% | 7.5% | ?
aGal spleen mod | -6.4% | 10.0% | -5.1% | 2.5% | 10.2% | 1.2% | -1.0% | -8.1%
NPSR antag | 6.6% | · | -15.4%[46.1 µM] | 17.1%[46.1 µM] | 2.6% | -29.9%[46.1 µM] | -2.3%[46.1 µM] | -19.8%
Tau fluor cs | 3.6% | -6.9% | -9.1% | -5.0% | -1.0% | -6.4% | -5.8% | 10.7%
